TGFb SMAD3 inh: inhibitors of TGF-b signaling. HepG2 CAGA-GFP TGF-b/SMAD3 reporter, GFP fluorescence, 18 h; TGF-beta stimulated, 500 pg/mL final. Potency, µM (series often up to 46.1 µM), without a hit: at the top dose activity, negative = inhibition, actives largely listed as inhibitors. hit rate 1.2% among 410,000; also: potency is read from the fitted curve at half-maximal effect; % is scaled to controls: 0 for no effect and ±100 for the full control effect; nearly all actives have a fitted effect of over 65% in size
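TGF-beta reporter screen: HEPG2 CAGA-GFP, 1% FBS, 500 pg/mL TGF-beta final, 18 h; per-cell GFP summed per well; curves fitted and categorized by class.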
MCF10A rerep: induces DNA re-replication in MCF 10a normal breast cells | MCF 10A DNA re-replication, Hoechst nuclear intensity, 48 h | Potency, µM (highest dose often 46.1 µM), without a hit: at the top dose activity, positive = re-replication, most hits filed as activators | hit rate 2.9% among 350,000 | AID 624296; also: potency is read from the fitted curve at half-maximal effect; % of control where 0% means no effect; nearly all actives have a fitted effect of over 50% in size
IL1B secr inh: inflammasome signaling inhibition, IL-1 beta readout; THP-1 LPS/ATP IL-1B secretion, AlphaLISA, 16 h; active compounds read low; hit rate 4.7% among 360,000; AID 743279; activity change, % at 57.5 µM; in the data active = activity change below about -50%; inconclusive = mostly about -30% to -49%; also: % is scaled to controls: 0 for no effect and ±100 for the full control effect
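Secreted IL-1B measured by AlphaLISA bead assay after 16 h compound exposure of THP-1 cells; compounds (final up to 57.5 uM) added 1 h before LPS (250 ng/mL) and ATP (1.25 mM) stimulation; lower signal means less secretion.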
Nrf2 ARE act: activators of Nrf2 (ARE) signaling | hit rate 0.31% among 410,000 | AREc32 ARE-luciferase reporter (MCF7-derived line), luminescence, 24 h | Potency, µM (highest dose often 46.1 µM), for inactives: at the top dose activation, usual class: activators; also: potency is read from the fitted curve at half-maximal effect; % of control where 0% means no effect; nearly all actives have a fitted effect of over 65% in size
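AREc32 cells carrying an ARE-driven firefly luciferase, 1000 cells/well in OPTI-MEM with 5% FBS, dosed after overnight attachment and incubated 24 hr at 37 deg C. Steady-Glo luminescence read after 30 min at RT.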
S2 tox: viability counter-screen for ATXN expression inhibitors | S2 cells (HEK-293 line with an ATXN2-luciferase reporter) viability, CellTiter-Fluor protease fluorescence, 24 h | Potency, µM (doses to about 56.7 µM), hits mostly cytotoxic | hit rate 0.49% among 400,000 | AID 651635; also: potency is read from the fitted curve at half-maximal effect; nearly all actives have a fitted effect of over 40% in size
Nrf2 inh: blocks Nrf2 signaling; hit rate 2.1% among 360,000; A549 ARE-Fluc reporter, luciferase luminescence, 18-24 h; Potency, µM (titrated, usually from 46 µM), for inactives: at the highest dose activity change, negative = inhibition, most hits filed as inhibitors; also: potency is read from the fitted curve at half-maximal effect; % is scaled to controls: 0 for no effect and ±100 for the full control effect; nearly all actives have a fitted effect of over 60% in size
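In this cell-based qHTS, ARE-driven firefly luciferase in A549 cells reports Nrf2 activity; the luminescent signal after BugLite lysis is the measured value, with a prior CellTiter-Fluor read for cell health.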
HepG2 viability: counter-screen for TGF-b inhibitors: cytotoxicity in HepG2 cells; HepG2 CAGA-GFP viability, ATP luminescence, 18 h; Potency, µM (titrated, usually from 46.1 µM), for the others: at the highest dose activity change, negative = cytotoxicity, usual class: cytotoxic; hit rate 0.76% among 410,000; AID 588856; also: potency is read from the fitted curve at half-maximal effect; some results filed as inactive show a strong effect at the top dose
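HepG2 CAGA-GFP cells (1000/well, DMEM with 1% FBS) received compound, then TGF-beta at 500 pg/mL final, and were incubated 18 hours at 37 degrees C. Viability was read by CellTiter-Glo luminescence. Media-only wells were set as complete cell-killing and DMSO as no toxicity.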
A549 tox: A549 cytotoxicity, counter-screen for Nrf2 inhibitors; A549 ARE-Fluc cells, CellTiter-Fluor viability, 18-24 h; Potency, µM (top dose mostly 46 µM), without a hit: top-dose activity change, negative = cytotoxicity, usual class: inhibitors; hit rate 0.16% among 390,000; also: potency is read from the fitted curve at half-maximal effect; % is scaled to controls: 0 for no effect and ±100 for the full control effect
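A549 ARE_Fluc cells in 5% FBS OPTI-MEM were exposed to compounds in concentration-response for 18-24 h at 37 deg C. Viability was read by CellTiter-Fluor fluorescence (Ex 405/Em 525) after 30 min, before the luciferase read.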
ATXN2 expr inh: reduces ATXN2 reporter expression in HEK-293 cells; HEK-293 ATXN2-luciferase reporter, luminescence, 24 h; hit rate 0.72% among 360,000; Potency, µM (series often up to 57 µM), for inactives: top-dose activity change, negative = inhibition, hits mostly inhibitors; AID 1745845; also: potency is read from the fitted curve at half-maximal effect; % is scaled to controls: 0 for no effect and ±100 for the full control effect; nearly all actives have a fitted effect of over 55% in size
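ATXN2-luciferase reporter cells (luciferase flanked by upstream and downstream ATXN2 gene portions) were treated 24 h at 37 °C with compounds at up to 57 uM. SteadyGlo luminescence gave expression; GF-AFC fluorescence gave viability.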
Numbers without * were called inactive; i = inactive; ? = inconclusive; . = not tested or not shown; [ ] = another dose, or the depositor's remark. Unless noted, calls follow the shape of the dose curve; as a rule, active = well fitted curve in the direction sought with a large enough effect; inconclusive = small, poorly fitted or top-dose-only effect, or another doubt; inactive = no such curve, though single readings can be large; an effect the other way counts as inactive or inconclusive.

SMILES	TGFb SMAD3 inh	MCF10A rerep	IL1B secr inh	Nrf2 ARE act	S2 tox	Nrf2 inh	HepG2 viability	A549 tox	ATXN2 expr inh
Cn1cccc1/C=C1/SC(=O)N(CC(=O)N2CCCC2)C1=O	-14%	-3%	-4	0.1%	i	-20%	-19%	-13%	-17%
COc1ccccc1NC(=S)NCCSc1ccc(Cl)cc1	5%	4%	0	-0.7%	i	8%	1%	9%	8%
Cc1ccc(C(=O)Nc2ccc3c(c2)OCCO3)cc1	17%	0%	?	-2.4%	i	?	-26%	4%	13µM*
COC(=O)C1=C(C)N(c2ccc(Cl)c(Cl)c2)C(=O)C1	?	?	-19	23%	i	-28%	-11%	2%	?
CC(C)c1nnc(NC(=O)CSc2ncn[nH]2)s1	6%	5%	13	0.2%	i	1%	-11%	-2%	0%
COc1ccc(Nc2nc(C(C)(C)C)nc3c2nnn3Cc2ccccc2Cl)cc1OC	-8%	?	-6	3.4%	i	?	-2%	-14%	1%
Cc1ccc(CN(C)C(=O)C2CCC(=O)N(CC3CCCCC3)C2)o1 (stereo not given)	19%	6%	10	7.3%	i	10%	-3%	-4%	1%
Cc1ccc2cccc(NC(=O)c3ccc(Br)o3)c2n1	-29%	22%	0	5.9%	i	?	-27%	1%	-11%
CCn1c2ccccc2c2cc(NC(=O)c3cc(C)on3)ccc21	-16%	15%	?	-0.4%	i	8%	5%	?	-27%
O=c1cc(-c2ccccc2)[nH]c2cc(Cl)ccc12	-28%	1.6µM*	43	2.8%	?	10%	-12%	3%	-1%
CC(=O)Oc1ccc(C(=O)Nc2ccccc2C(=O)Nc2cccc(C(=O)O)c2)cc1	-9%	-1%	3	0.0%	i	0%	-2%	3%	-6%
COc1ccccc1Oc1ccc(N/C=C/C(=O)C(C)(C)C)cc1	-5%	8%	-5	-0.8%	i	?	-6%	0%	12%
S=C(NC1CCCC1)N1CCOCC1	11%	0%	11	0.0%	i	-4%	18%	1%	-4%
N#Cc1ccccc1Cn1c(=O)n(CCCC(=O)NCc2ccc3c(c2)OCO3)c(=O)c2ccccc21	-2%	?	42	-0.2%	i	-20%	4%	-2%	-10%
CC(=O)C1=C(C)NC(=O)NC1c1ccc(Cl)cc1 (stereo not given)	-8%	-7%	26	0.5%	i	?	4%	-2%	.
O=C(O)c1ccc(-n2[nH]c3c(c2=O)CCCC3)cc1	-13%	-3%	23	0.2%	i	0%	-14%	-7%	2%
Cc1cc(C(=O)COc2cccc3cccnc23)c(C)n1C	11%	-1%	-5	3.9%	i	29%	-8%	-3%	41%[activator]
O=C(Nc1ccc2c(c1)OCO2)c1cnn2c1NC(c1ccco1)CC2C(F)(F)F (stereo not given)	11%	1%	-9	0.2%	.	-4%	-14%	-10%	.
CCC(=O)Nc1ccc(-c2nnc(SCC(=O)N3CCCCC3)n2C)cc1	3%	-1%	7	0.3%	i	5%	3%	1%	5%
Cc1ccc(Cn2cc(C(=O)c3ccc4c(c3)OCO4)c(=O)c3cc(C)ccc32)cc1	-22%	.	.	4.4%	?	?	-18%	?	-39%
CC1CCCN(CCOc2ccc(Br)cc2)C1 (stereo not given)	0%	?	-15	-0.8%	i	12%	-20%	0%	-7%
COc1ccc(OC)c(NC(=O)COC(=O)CN(C)S(=O)(=O)c2ccc(C)cc2)c1	-24%	-11%	0	-0.6%	i	-14%	1%	0%	1%
CN1CCN(S(=O)(=O)c2cccc(C(=O)Nc3sccc3C#N)c2)CC1	22%	17%	19	-0.4%	i	3%	2%	-6%	8%
Cn1c(=O)c2c(-c3ccc(Cl)cc3)n(Cc3ccccc3)cc2n(C)c1=O	-3%	.	.	-0.4%	?	?	1%	-17%	-13%
O=C(CCC1N=C2c3ccccc3N=C(SCc3ccc(Cl)cc3)N2C1=O)NCc1ccco1 (stereo not given)	13%	?	?	2.8%	i	?	-8%	?	-11%
Cc1cc(-c2ccccc2)n2nc(N)nc2n1	16%	?	-16	-0.1%	i	2%	0%	1%	30%
Cc1ccc(-c2nnn(CC(=O)N(Cc3cccs3)C(C(=O)NC3CCCCC3)c3ccco3)n2)o1 (stereo not given)	8%	?	73	0.0%	i	?	-14%	-10%	-11%
COc1ccc(N(Cc2cc3ccc(C)cc3[nH]c2=O)C(C)=O)cc1	2%	0%	0	1.6%	i	-6%	-17%	-6%	4%
CC1(C(=O)Nc2nnc(C(C)(C)C)s2)Cc2ccccc2C(=O)O1 (stereo not given)	3%	-2%	-4	0.1%	i	5%	2%	3%	19%
Cc1oc(S(=O)(=O)N2CCCCC2)cc1NC(=O)Nc1ccccc1	-17%	-2%	-17	-0.5%	i	-6%	13%	-1%	-9%
O=C(N/N=C/c1ccc(-c2cccc([N+](=O)[O-])c2)o1)[C@H]1C[C@@H]1c1ccccc1	-6%	12%	-20	-0.1%	i	?	11%	-3%	-4%
COc1ccc(OC)c(NC(=O)Cc2c(C(=O)O)n(C)c3ccc(C)cc23)c1	?	.	.	0.0%	i	2%	-1%	0%	-1%
CC1CC(C)(C)Nc2ccc(OC(=O)c3ccco3)cc21 (stereo not given)	?	15µM*	-114*	-4.3%	i	?	-102%	2%	?
Cc1ccc(-c2nnc(OCc3nc4ccccc4n3C)c3ccccc23)cc1	0%	-1%	13	0.4%	i	2%	1%	-6%	-13%
CCCC1CCc2[nH]nc(C(=O)NN)c2C1 (stereo not given)	-18%	5%	-18	-0.9%	i	3%	-8%	-6%	25%
CC(C)CCN1C(=O)c2cccc3c(N)ccc(c23)C1=O	241%[activator]	15µM*	-6	19%	.	?	-150%	?	33%
CCc1nc2ccc(C(=O)NCCC(C)C)cn2c1N(C)Cc1ccc(OC)cc1	7%	.	-15	0.1%[9.22 µM]	?	.	-20%	.	-16%
CC(C)OC(=O)CSc1nc(Cc2cccs2)nc2ccccc12	31%[activator]	12%	2	3.5%	i	-16%	36%	0%	.
CCOc1ccc2nc(NC(=O)c3ccc(C)o3)sc2c1	-10%	11%	-30	0.2%	i	?	-55%	0%	84%[activator]
CCOc1ccc(NC(=O)c2ccc(NC(=O)CSc3nc4ccccc4c(=O)[nH]3)cc2)cc1	1%	21%	44	-0.5%	?	?	-24%	1%	-10%
O=C(COC(=O)c1ccc[nH]c1=O)NC1CCCCCC1	4%	-2%	33	-0.8%	i	-9%	-4%	3%	-17%
Cc1ccc(S(=O)(=O)Nc2cc(C(=O)NCCN(C)C)ccc2N2CCCC2)cc1	-10%	14%	-18	-0.5%	i	5%	-4%	0%	-6%
COC(=O)c1ccc(NC(=O)C23CC4CC(C2)CC(n2cnc(Cl)n2)(C4)C3)cc1	16%	9%	55	2.3%	i	10%	-23%	-7%	-22%
OC(c1ccc(Cl)c(F)c1)c1ncc(-c2ccccc2F)[nH]1 (stereo not given)	4%	.	46	-0.1%	i	.	-29%	.	2%
COc1cccc(NC(=O)CCCn2c(=O)c3cccn3c3cccnc32)c1	-13%	.	.	0.8%	.	?	-9%	-2%	.
Cc1cc(SCC(=O)Nc2ccc3[nH]c(=O)[nH]c3c2)nc2ccccc12	11%	-2%	-2	2.4%	i	25%	-24%	2%	-23%
COCCN=C1Sc2nc3cc4c(cc3cc2CN1CC1CCCO1)OCO4 (stereo not given)	3%	-47%[inhibitor][9.22 µM]	13	0.4%	i	-10%	0%	-1%	-2%
COc1ccc(C(=O)/C=C/c2ccc(N3CCCCC3)c([N+](=O)[O-])c2)cc1	?	8.2µM*	-101*	23%	?	5%	-2%	-5%	-30%
CCOc1ccc(NC(=O)COC(=O)Cn2nc(C)c([N+](=O)[O-])c2C)cc1OCC	1%	-1%	0	-0.4%	i	0%	1%	11%	-25%
C=CCOC(=O)C(C#N)c1nc2ccccc2nc1N1CCCC1 (stereo not given)	10%	-5%	-10	-0.5%	i	-12%	0%	-13%	-7%
O=c1cc(-c2ccc(O)c(O)c2)oc2cc(O[C@@H]3O[C@H](CO)[C@@H](O)[C@H](O)[C@H]3O)cc(O)c12	-2%	-2%	-2	-0.3%	?	-5%	4%	-12%	28%
CCSc1nnc(NC(=O)C2CC2c2ccccc2)s1 (stereo not given)	2%	?	-7	2.3%	?	-34%	-1%	-1%	-1%
Cc1ccc(C2=NS(=O)(=O)N(C)C(C(=O)Nc3cc(C)n(CC(=O)N4CCC(C)CC4)n3)=C2)cc1	?	-1%	-7	-0.3%	i	-31%	-24%	-10%	.
CCOC(=O)Cc1csc(NC(=O)CS(=O)(=O)Cc2ccccc2)n1	?	-12%	-9	0.3%	i	6%	-80%	8%	-3%
CSCCC(NC(=O)c1ccccc1Br)C(=O)NCCCn1nc(C)cc1C (stereo not given)	-2%	2%	-12	-0.3%	i	7%	0%	-1%	-1%
CC(=O)N1CCCc2cc(S(=O)(=O)N3CCC(C(=O)Nc4cccc(Cl)c4C)CC3)ccc21	-13%	.	.	0.5%	i	.	-2%	-5%	2%
O=C(NCc1ccccn1)C(=O)NN=C1CCCCCCCCCCC1	12%	-18%	6	0.6%	i	2%	6%	0%	1%
Cc1ncc([N+](=O)[O-])n1CCOC(=O)C12CC3CC(CC(C3)C1)C2	-10%	10%	?	0.2%	i	11%	-22%	1%	-14%
